PTAP TSG101 blk: blocks PTAP/TSG101 interaction to inhibit HIV-1 budding; Q99816; Fluorescence polarization, FITC-PTAP peptide / Tsg101 binding; Potency, µM (series often up to 115 µM), inactives show at the highest dose activity change, negative = inhibition, hits mostly inhibitors; 340,000 tested, under 10 active; active = well fitted inhibition curve with a large enough effect in the main read-out, with a control signal flat, not every such curve was filed as active; inconclusive = small, poorly fitted or top-dose-only effect, or effect the other way, or a change in a side signal; inactive = no such curve, though single readings can be large or run the other way; also: potency is read from the fitted curve at half-maximal effect; % of control where 0% means no effect
Target sequence (Q99816 whole entry, looked up): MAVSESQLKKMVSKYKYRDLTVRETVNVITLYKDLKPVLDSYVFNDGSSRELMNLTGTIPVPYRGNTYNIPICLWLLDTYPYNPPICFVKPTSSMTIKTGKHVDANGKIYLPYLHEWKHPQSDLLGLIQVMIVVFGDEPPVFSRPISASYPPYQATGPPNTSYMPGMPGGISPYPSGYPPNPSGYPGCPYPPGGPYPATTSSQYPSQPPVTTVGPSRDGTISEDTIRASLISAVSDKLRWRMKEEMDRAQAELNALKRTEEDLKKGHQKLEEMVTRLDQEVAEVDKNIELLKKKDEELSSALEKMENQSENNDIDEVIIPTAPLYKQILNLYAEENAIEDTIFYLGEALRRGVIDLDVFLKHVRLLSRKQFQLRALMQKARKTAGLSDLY
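FP read-out: FITC-PTAP peptide, 50 nM final, binding Tsg101 binding domain, 10 uM final; 20 min, r.t.; 10 mM HEPES pH 7.5, 0.15 M NaCl, 0.01% Tween 20, 3 mM EDTA, 0.1 mM TCEP.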
TCR activator: activators of T cell receptors; primary human leukocytes, anti-CD3, IL-2 HTRF, 48 h; Potency, µM (titrated, usually from 9.22 µM), for inactives: at the highest dose activation of IL-2 secretion, usual class: activators; 330,000 tested, under 10 active; AID 504894; also: % of control where 0% means no effect
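IL-2 release read by HTRF sandwich (Eu cryptate donor, d2 acceptor, 665 nm emission) after 48 hr exposure of primary human leukocytes to compound together with anti-CD3 beads in the absence of co-stimulatory signals.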
ELG1 DNA repair: blocks ELG1-dependent DNA repair in HEK293T cells. HEK293T ELG1-luciferase reporter, luminescence, 16 h; DNA damage induced by 5-fluorouridine. Potency, µM (series often up to 46.1 µM), without a hit: at the top dose activity change, negative = inhibition, hits mostly inhibitors. hit rate 2.3% among 330,000. AID 504467; also: potency is read from the fitted curve at half-maximal effect; % is scaled to controls: 0 for no effect and ±100 for the full control effect; nearly all actives have a fitted effect of over 55% in size
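In this reporter screen, reduction of luminescence relative to DMSO vehicle indicated activity. Compounds and 5-fluorouridine were added together to 2,000 cells per well, incubated for 16 hr at 37 °C, then developed with ONE-Glo.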
Chronic BCR inh: chronic active BCR signaling inhibition; ABC-DLBCL IkBa-CBG/CBR reporter, luminescence ratio, 4 h; Potency, µM (top dose mostly 46.1 µM), for inactives: top-dose ratio change, negative = lower green/red ratio, hits mostly inhibitors; hit rate 0.05% among 340,000; active = well fitted inhibition curve with a large enough effect in the signal ratio, with a control signal flat, not every such curve was filed as active; inconclusive = small, poorly fitted or top-dose-only effect, or effect the other way, or a change in a side signal; the % refers to the signal ratio;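 also: potency is read from the fitted curve at half-maximal effect; plate controls were basal doxycycline-induced cells for no effect and cells given 10 µM MG132 for full effect; MG132 reads +100%, hits lower the ratio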
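TMD8 ABC-DLBCL cells carrying doxycycline-inducible green luciferase fused to IkappaBalpha plus unfused red luciferase were exposed to compounds (up to 46 uM) for 4 hrs at 37C. Activity came from the overlap-corrected green/red luminescence ratio.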
USP2a block: USP2a (human) protease inhibition; Potency, µM (highest dose often 38.3 µM), inactives show top-dose activity change, negative = inhibition, hits mostly inhibitors; USP2 core, Ub-CHOP2 coupled fluorogenic reporter, 485/531; O75604; AID 463254; hit rate 0.01% among 330,000;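 also: potency is read from the fitted curve at half-maximal effect; plate controls were DMSO wells for no effect and full inhibition by NEM control for full effect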
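USP2 core (10nM final) preincubated 30min RT with compound in 20mM Tris-HCl pH 8.0, 2mM CaCl2, 2mM beta-mercaptoethanol, 0.05% CHAPS; 25nM Ub-CHOP2 plus 25nM reporter substrate added, fluorescence (Ex485/Em531) read after 60min.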
B2AR arrestin: recruits beta-arrestin to the human beta2-adrenergic receptor. P07550. beta-arrestin recruitment to beta2AR, cell-based reporter. Potency, µM (top dose mostly 46.1 µM), for inactives: at the top dose activation, usual class: activators. hit rate 0.02% among 330,000. AID 492947;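 also: potency is read from the fitted curve at half-maximal effect; 0% = DMSO controls and full agonism = EC100 isoproterenol or metaproterenol; nearly all actives have a fitted effect of over 65% in size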
uPA generation: cell surface uPA generation inhibition. Potency, µM (titrated, usually from 38.3 µM), for the others: at the highest dose activity change, negative = inhibition, most hits filed as inhibitors. cell surface uPA generation assay, qHTS. hit rate 0.31% among 330,000. AID 540303; active = well fitted inhibition curve with a large enough effect; inconclusive = small, poorly fitted or top-dose-only effect; inactive = no such curve, though single readings can be large or run the other way; tested in mouse RAW 264.7 cells; also: potency is read from the fitted curve at half-maximal effect; % is scaled to controls: 0 for no effect and ±100 for the full control effect; nearly all actives have a fitted effect of over 55% in size
TSHR antag: blocks TSH signaling through the human TSH receptor; P16473; TSHR-expressing cells, TSH-stimulated cAMP HTRF, 2 h; stronger effect = lower value; activity change, negative = inhibition, % at 11.5 µM; hit rate 0.2% among 330,000; AID 504810;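 active = activity change below a set negative limit, meaning inhibition stronger than a set level, cut at about -70% in these data; inconclusive = activity change between two set negative limits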; also: % is scaled to controls: 0 for no effect and ±100 for the full control effect
Target sequence (P16473 whole entry, looked up): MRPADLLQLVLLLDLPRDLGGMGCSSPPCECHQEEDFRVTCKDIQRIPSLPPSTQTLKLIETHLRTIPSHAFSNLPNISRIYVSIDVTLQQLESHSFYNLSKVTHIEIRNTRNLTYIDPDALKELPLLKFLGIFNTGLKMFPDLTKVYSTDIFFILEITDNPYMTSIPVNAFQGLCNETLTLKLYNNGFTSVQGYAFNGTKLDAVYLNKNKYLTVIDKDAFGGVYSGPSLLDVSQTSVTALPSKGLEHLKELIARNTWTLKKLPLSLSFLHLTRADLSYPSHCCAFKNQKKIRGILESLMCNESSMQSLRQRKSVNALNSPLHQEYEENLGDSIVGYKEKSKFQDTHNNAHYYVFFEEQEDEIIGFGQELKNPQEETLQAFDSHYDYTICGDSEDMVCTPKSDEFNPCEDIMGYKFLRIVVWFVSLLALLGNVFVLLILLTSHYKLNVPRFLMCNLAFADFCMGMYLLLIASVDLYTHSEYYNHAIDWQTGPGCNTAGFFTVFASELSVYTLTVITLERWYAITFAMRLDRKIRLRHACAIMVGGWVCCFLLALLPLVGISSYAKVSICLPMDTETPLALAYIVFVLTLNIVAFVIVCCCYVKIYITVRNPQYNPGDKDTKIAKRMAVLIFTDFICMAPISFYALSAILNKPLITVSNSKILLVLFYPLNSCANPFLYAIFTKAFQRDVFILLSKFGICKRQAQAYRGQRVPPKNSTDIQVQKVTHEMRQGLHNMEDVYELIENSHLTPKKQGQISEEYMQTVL
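Cell-based HTRF cAMP assay; TSHR cells + compound, TSH EC80 (4nM final), 2 h, 37 deg C. Lysis with anti-cAMP cryptate and cAMP-d2, 30 min RT, read 665/620 nm.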
Eya2 inh: Eya2 (human) phosphatase inhibition; AID 488837; O00167; hit rate 0.006% among 330,000; recombinant Eya2, OMFP fluorescence dephosphorylation (OMFP is methylfluorescein phosphate); Potency, µM (doses to about 76.9 µM), for the others: at the highest dose activity, negative = inhibition, usual class: inhibitors; also: potency is read from the fitted curve at half-maximal effect; % is scaled to controls: 0 for no effect and ±100 for the full control effect
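Eya2 protein (added as 0.2 uM solution) was preincubated with compound for 10 min at ambient temperature in 50 mM HEPES pH 7.5, 50 mM NaCl, 5 uM MgCl2, 0.05% BSA, 1 mM DTT. OMFP (added at 50 uM) then reacted 10 min; fluorescence read at 485/525 nm.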
Mito fusion yeast: inhibitors of mitochondrial division or activators of mitochondrial fusion. S. cerevisiae fusion-defective mutant growth rescue, CellTiterGlo 48 h. Potency, µM (titrated, usually from 46.1 µM), for the others: top-dose growth rescue (activation), most hits filed as activators. hit rate 0.23% among 320,000. AID 485298;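 also: potency is read from the fitted curve at half-maximal effect; % of control where 0% means no effect; nearly all actives have a fitted effect of over 45% in size; temperature-sensitive fusion mutants such as fzo1-1 at 37 °C on non-fermentable ethanol glycerol medium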
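Growth-rescue viability read-out: after 48 h at the non-permissive 37C in glycerol/ethanol YPEG, yeast mitochondrial fusion mutants are measured by CellTiterGlo luminescence; compounds (23 nl pinned per well) restoring growth score as division inhibitors or fusion activators.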
Tb PFK block: T. brucei PFK enzyme inhibition; O15648; T. brucei PFK, ADP-Glo luminescence; Potency, µM (top dose mostly 57.5 µM), inactives show at the top dose activity, negative = inhibition, actives largely listed as inhibitors; hit rate 0.17% among 330,000;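 also: potency is read from the fitted curve at half-maximal effect; 0% = uninhibited 1x PFK enzyme wells and -100% = no-enzyme wells; nearly all actives have a fitted effect of over 60% in size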
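Activity is normalized to no-enzyme wells (full inhibition) and 1.25 nM enzyme wells (no inhibition). Reaction: 0.5 mM F6P, 0.1 mM ATP, 45 min RT, ADP-Glo luminescence; concentration-response curves fitted and classed by quality.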
* = called active by the depositor; u = inconclusive; x = not tested or not shown; & = joins results of further samples; [ ] = another dose, or the depositor's remark. Unless noted, calls follow the shape of the dose curve; as a rule, active = well fitted curve in the direction sought with a large enough effect; inconclusive = small, poorly fitted or top-dose-only effect, or another doubt; inactive = no such curve, though single readings can be large; an effect the other way counts as inactive or inconclusive.

SMILES	PTAP TSG101 blk	TCR activator	ELG1 DNA repair	Chronic BCR inh	USP2a block	B2AR arrestin	uPA generation	TSHR antag	Eya2 inh	Mito fusion yeast	Tb PFK block
CCOc1ccc(NS(=O)(=O)c2ccc(NC(=O)[C@@H]3CCCC[C@@H]3C(=O)O)cc2)cc1	-1%	7%[46.1 µM]	2%	2%	4%	-0.4%	-6%	-1	5%	6%	1%
CCc1c(C(=O)Nc2ccccc2)c(C)[nH]c(=S)c1C#N	-5%	x	-5%	-1%	1%	-0.3%	9%	-5	-20%	5%	-8%
COc1cc(/C=C/CN2CCC(Oc3ccc(C(=O)N4CCCC4)cc3)CC2)ccc1O	-3%	-2%	-12%	u	1%	3.3%	-4%	14	14%	4%	2%
O=C(c1cnn2c(C(F)(F)F)cc(-c3ccco3)nc12)N1CCCCCC1	-2%	6%	0%	0%	16%	-0.8%	2%	11	23%	-3%	4%
CCCCC(=O)Nc1ccc(F)c(Cl)c1	-1%	-1%	-1%	1%	3%	0.2%	4%	-13	-15%	7%	u
COc1cc(C(=S)N2CCOCC2)cc(Br)c1OS(=O)(=O)c1ccccc1	-3%	-7%	16µM*	10%	-2%	-0.4%	-12%	-13	-3%	4%	-17%
COc1ccc(NC(=O)C2CCC(CNc3c(N4CCCCC4)c(=O)c3=O)CC2)cc1OC (stereo unspecified)	0%&-2%	-8%&3%	-23%	5%	1%	4.1%	6%&15%	6	-3%	0%	2%
CN(C1CCS(=O)(=O)C1)S(=O)(=O)c1ccc(C2CCCCC2)cc1 (stereo unspecified)	-1%	0%	-6%	4%	2%	-0.3%	x	-10	-4%	4%	-1%
N#C/C(=C\c1ccc(Sc2ccc(Cl)cc2)o1)c1nc2ccccc2[nH]1	-1%	-3%[46.1 µM]	u	13%	6%	-0.2%	-7%	-13	1%	-6%	-14%
COc1ccc([C@@H]2CC(=O)c3c(O)cc(O[C@@H]4OC(CO[C@@H]5OC(C)[C@H](O)[C@H](O)C5O)[C@@H](O)[C@@H](O)C4O)cc3O2)cc1O (stereo partly specified)	0%	2%	25%	3%	2%	-0.9%	24%	x	4%	2%	u
CCCc1cc(=O)[nH]c(Nc2ccc3c(c2)OCCO3)n1	-4%	4%	12%	-2%	11%	-0.1%	7%	25	-8%	-6%	5%
O=[N+]([O-])c1ccccc1OCCCCN1CCCCC1	x	x	0%	1%	0%	-0.2%	-7%	8	9%	-1%	12%
O=C1CC(c2ccccc2)=Nc2ccc(Br)cc2N1	3%	3%	-8%	u	0%	0.1%	-15%	3	-6%	u	-2%
O=C(COc1ccc(Cl)cc1Cl)N1CCN(c2ccccn2)CC1	-5%	8%	0%	-1%	1%	-0.1%	1%	-18	-11%	29%	-6%
N/C(=N\OC(=O)c1cccc(Cn2cc(C(F)(F)F)ccc2=O)c1)c1ccccc1	-2%	0%	-6%	13%	7%	0.4%	u	-21	-12%	-1%	0%
CCOc1ccc(NC(=O)N2CCC(c3nc4ccccc4o3)CC2)cc1	-4%	4%	-19%	1%	1%	0.2%	7%	-10	-9%	3%	-3%
O=C(COC(=O)c1cc(NS(=O)(=O)c2cccs2)ccc1O)Nc1cc(Cl)ccc1Cl	-2%	4%	2%	u	3%	0.0%	7%	10	0%	1%	2%
N#Cc1ccc(Oc2ccc(C(F)(F)F)cc2NC(=O)c2ccc(F)cc2)cc1	-3%	0%	-18%	-1%	1%	-0.4%	2%	-17	1%	2%	-2%
O=C(/C=C/c1ccc(Cl)cc1)NC(=S)Nc1ccc(N2CCOCC2)c(Cl)c1	-1%	1%[46.1 µM]	u	u	1%	-0.3%	-13%	-6	-7%	-4%	11%
CCOc1ccc(CCNC(=O)C2CCCN(S(=O)(=O)N3CCOCC3)C2)cc1OCC (stereo unspecified)	1%	-4%	2%	-6%	0%	0.3%	20%	-8	-2%	1%	-4%
Cc1cc(C)cc(NC(=O)C(OC(=O)c2ccc(O)cc2)c2ccccc2)c1 (stereo unspecified)	-1%	7%	-8%	11%	1%	0.2%	31%[activator]	11	3%	u	-9%
CCOC(=O)NC(=O)CSc1nnnn1-c1ccc(Cl)cc1	-6%	0%[46.1 µM]	10%	1%	0%	-0.3%	7%	1	3%	-10%	4%
Cc1c(C)n(C(=O)CSc2nc3ccccc3[nH]2)c2ccccc12	1%	-3%	0%	u	0%	-0.2%	7%	10	-2%	-1%	-25%
CCn1cc([C@@H]2C[C@H]3CN(Cc4cccc(Cl)c4)C(=O)[C@]34CCCN24)cn1	-9%	-15%	1%	14%	-5%	0.1%	-2%	3	3%	-3%	0%
CC1(c2ccccc2Cl)NC(=O)N(CC(=O)c2ccc3c(c2)OCO3)C1=O (stereo unspecified)	-7%	-3%	11%	0%	0%	-0.3%	-3%	14	-6%	-7%	6%

Next records:
SMILES	PTAP TSG101 blk	TCR activator	ELG1 DNA repair	Chronic BCR inh	USP2a block	B2AR arrestin	uPA generation	TSHR antag	Eya2 inh	Mito fusion yeast	Tb PFK block
COCCNC(=S)Nc1ccc2nc(N3CCOCC3)cc(C)c2c1	-3%	-2%	2%	-5%	6%	0.0%	11%	-5	1%	-17%	3%
COc1ccc(OCC(=O)c2c[nH]c3ccccc23)cc1	1%	1%	u	5%	4%	-0.5%	0%	9	-2%	2%	0%
CCOc1cccc2sc(Cl)nc12	1%	4%	-11%	u	6%	-1.1%	-4%	-4	2%	-3%	-3%
CC1CCN(c2ccc(S(=O)(=O)NC3=NCCCCC3)cc2[N+](=O)[O-])CC1	-4%	-10%	u	-3%	-1%	-0.1%	1%	-5	-11%	-1%	2%
CC(C)CN1Cc2ccccc2Oc2cc(Br)ccc2S1(=O)=O	-2%	6%[46.1 µM]	1%	6%	2%	-0.6%	-5%	-6	3%	x	-2%
Cc1cccc(-c2noc(CSc3ccccc3)n2)c1	-3%	-1%	u	u	6%	0.4%	0%	-7	4%	-3%	3%
COC(=O)c1ccc(COc2ccc3ccc(=O)oc3c2)o1	-3%	-20%	u	-3%	1%	0.0%	0%	18	10%	10%	1%
O=C(NCCC1CCCCN1S(=O)(=O)c1ccc(F)cc1)C(=O)NCCN1CCOCC1 (stereo unspecified)	-3%	-8%	6%	1%	-1%	0.3%	-1%	-1	-1%	1%	-1%
COc1cc([N+](=O)[O-])ccc1NC(=O)C1C2C=CC(C2)C1C(=O)O (stereo unspecified)	-6%	x	-1%	4%	-1%	-1.4%	0%	9	-22%	1%	0%
Nc1nc(NCCO)nc(NCC2CCCO2)c1[N+](=O)[O-] (stereo unspecified)	-2%	-6%[46.1 µM]	7%	-3%	u	-0.2%	5%	7	0%	-3%	4%
Cc1occc1C(=O)NNC(=O)c1ccc(Br)o1	-2%	-1%	-7%	0%	-1%	0.1%	4%	-6	7%	-1%	-4%
CCn1cc(CNC(=O)CSc2nc(-c3ccc(OC)c(OC)c3)cc(C(F)(F)F)n2)c(C)n1	2%	1%[46.1 µM]	11%	-5%	5%	-0.1%	-16%	-1	-13%	-2%	-2%
CCn1c(C(=O)O)c(CC(=O)NC2CCCCCC2)c2ccccc21	-6%	-7%	-1%	6%	3%	0.3%	-6%	1	-2%	-7%	2%
O=C(CS(=O)(=O)Nc1ccc(F)cc1Cl)Nc1ccc(F)cc1Cl	2%	-6%	u	u	0%	-0.3%	-2%	6	-23%	23%	7%
Clc1cccc(N2CCN(Cc3nnc(-c4ccccc4)o3)CC2)c1	-5%	-10%	2%	u	0%	0.2%	15%	0	-11%	u	-13%
Cc1ccc(NC(=O)N2CCCN(Cc3ccc(F)cc3)C2)cc1C	-6%	-1%	12%	u	3%	0.1%	-2%	-1	3%	-1%	2%
O=C(Cn1nnc(-c2ccccc2NC(=O)c2ccccc2)n1)Nc1ccc2c(c1)OCCO2	1%	-2%	0%	-6%	0%	0.5%	0%	7	10%	1%	0%
COc1cccc(/C=C2\SC(=S)N(N3CCOCC3)C2=O)c1OC	-5%	-1%[46.1 µM]	u	u	3%	9.5%	-7%	-13	5%	10%	15%
Cc1cc(C(=O)CSc2nnc(-c3ccc(Cl)cc3)n2CC2CCCO2)c(C)n1C (stereo unspecified)	0%	5%	2%	-1%	-2%	0.3%	0%	12	-17%	-5%	0%

Source: PubChem BioAssay (National Center for Advancing Translational Sciences (NCATS))
